# DAX1 inh-1: inhibitors of DAX1 repression of SF-1 activated StAR promoter | HEK293T StAR-luciferase reporter, SF-1/DAX-1 repression relief | inhibition, % at 6.8 µM | 370,000 tested, 1.1% active | AID 652010;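 active = inhibition above the mean over all tested compounds plus 3 SD, cut at about 3.6% in these data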;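 note: 0% = DAX-1 cells with DMSO and 100% = cells lacking DAX-1 with DMSO; higher inhibition means more luminescence from relief of DAX-1 repression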
# hcDAF12 agonist: activates DAF-12 receptor from parasite H. contortus. activation, % at 6.8 µM. AID 652067. 370,000 tested, 1.4% active. HEK293 hcDAF-12 lit1-tk-luc reporter, luminescence; 0% DMSO, 100% Δ7-dafachronic acid;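 active = activation above the mean of all tested compounds plus 3 SD, cut at about 5.5% in these data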;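 note: 100% = response to 3 µM Δ7-dafachronic acid high control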
# GC-B act: GC-B (human) receptor activation | activation, % at 10 µM | HEK293-GC-B cells, CNP EC30, cGMP TR-FRET; 0% at EC30 CNP, 100% saturating CNP | P20594 | 370,000 tested, 0.11% active;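 active = activation at 10 µM reaching about 35% in either raw or pattern-adjusted values, limit read from the data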
# Target sequence (P20594 whole entry, looked up): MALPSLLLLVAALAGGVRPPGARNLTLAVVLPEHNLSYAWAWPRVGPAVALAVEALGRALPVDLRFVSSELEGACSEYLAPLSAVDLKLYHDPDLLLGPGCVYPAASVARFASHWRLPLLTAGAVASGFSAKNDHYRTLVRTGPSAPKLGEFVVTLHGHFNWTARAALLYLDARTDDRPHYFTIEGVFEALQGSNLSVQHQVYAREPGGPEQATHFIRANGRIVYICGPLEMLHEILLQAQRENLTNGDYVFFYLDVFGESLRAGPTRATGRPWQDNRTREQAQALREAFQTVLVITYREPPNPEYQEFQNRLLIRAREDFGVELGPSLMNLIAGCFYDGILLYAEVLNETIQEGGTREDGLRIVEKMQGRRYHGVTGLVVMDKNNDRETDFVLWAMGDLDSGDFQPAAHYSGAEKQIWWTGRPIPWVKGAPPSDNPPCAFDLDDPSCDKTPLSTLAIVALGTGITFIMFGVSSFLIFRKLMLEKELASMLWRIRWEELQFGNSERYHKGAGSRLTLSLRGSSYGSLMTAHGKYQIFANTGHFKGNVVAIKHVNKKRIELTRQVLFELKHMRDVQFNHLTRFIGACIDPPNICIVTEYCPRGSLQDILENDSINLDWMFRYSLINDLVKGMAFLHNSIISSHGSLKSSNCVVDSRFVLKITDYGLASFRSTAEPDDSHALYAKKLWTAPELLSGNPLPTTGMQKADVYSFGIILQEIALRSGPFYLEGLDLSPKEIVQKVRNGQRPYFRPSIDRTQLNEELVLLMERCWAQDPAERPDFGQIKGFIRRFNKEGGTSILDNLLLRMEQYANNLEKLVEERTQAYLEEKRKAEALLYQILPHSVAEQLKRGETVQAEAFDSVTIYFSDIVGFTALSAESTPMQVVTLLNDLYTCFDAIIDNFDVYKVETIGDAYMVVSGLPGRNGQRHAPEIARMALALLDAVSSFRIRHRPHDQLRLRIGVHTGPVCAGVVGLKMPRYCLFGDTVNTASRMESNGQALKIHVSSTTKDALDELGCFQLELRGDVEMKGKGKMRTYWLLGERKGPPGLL
# ssDAF12 agonist: activators of S. stercoralis DAF-12 nuclear receptor | HEK293 ssDAF-12/GRIP1 lit1-tk-luc reporter, luminescence; % of 3 µM dafachronic acid response | activation, % at 6.8 µM | 370,000 tested, 1% active;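 active = activation above the mean over all tested compounds plus 3 SD, cut at about 0.9% in these data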;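 note: 0% = DMSO-only wells and 100% = 3 µM delta7-dafachronic acid wells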
# DAX1 inh-2: NR0B1 (DAX1) inhibition | P51843 | HEK293 Gal4-DAX1 luciferase reporter, luminescence | AID 504766 | inhibition, % at 6.75 µM | 340,000 tested, 0.99% active;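 active = inhibition above the mean over all tested compounds plus 3 SD, cut at about 4.2% in these data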;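 note: 0% = DAX1-transfected cells with DMSO and 100% = empty-vector control cells with DMSO; inhibition shows as a rise in luminescence from relieved DAX1 repression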
# GAA850 FXN act: activators of GAA850 frataxin (FXN) promoter; HEK293 lucGAA850 FXN promoter luciferase reporter, 24 h; percent of 10 µM SAHA response; activation, % at 6 µM; 360,000 tested, 0.56% active;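 active = activation above the average of all compounds screened plus 3 SD, cutoff fixed separately per campaign, cut at about 7.5% in these data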;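 note: 0% = DMSO wells and 100% = 10 µM SAHA wells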
# GC-A act: GC-A (human) enzyme activation; P16066; HEK293 GC-A cells, cGMP TR-FRET, EC30 ANP; 0% at EC30 ANP, 100% saturating ANP; activation, % at 10 µM; 370,000 tested, 0.14% active; AID 1671463; in the data active = activation above about 40%
# proKLK7 act: proKLK7 (human) activation, primary screen | purified proKLK7, EDANS-DABCYL substrate fluorescence; 100% is mature enzyme control, 0% vehicle | activation, % at 7 µM | AID 652039 | P49862 | 370,000 tested, 0.9% active;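 active = activation above the mean of all tested compounds plus 3 SD, computed per campaign excluding outliers beyond control limits, cut at about 13% in these data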
# SMARCA2 activ: activators of SMARCA2 function; MG213 cells, MMTV-luciferase reporter, dexamethasone, overnight; activation, % at 9.1 µM; 370,000 tested, 1% active; in the data active = activation above about 7.8%;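 note: 0% = vehicle wells and 100% = reference activator wells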
# hgDAF-12 ag: hgDAF-12 agonism, primary luciferase screen. AID 687014. activation, % at 6.8 µM. HEK293 GAL4-hgDAF12 UAS-luciferase reporter, agonist luminescence; normalized to butyrate control. 370,000 tested, 1.8% active;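 active = activation above a cutoff set at the mean of all screened compounds plus 3 SD, cut at about 10% in these data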;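 note: 0% = DMSO wells and 100% = sodium butyrate wells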
# sPLA2-III inh: Blocks human group III sPLA2 activity. 370,000 tested, 0.56% active. Q9NZ20. QFRET BODIPY PC-A2 liposome hydrolysis, fluorescence. AID 743126. inhibition, % at 12.2 µM;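 active = inhibition above mean plus 3 SD of compounds lying within the high and low control bounds, cut at about 19% in these data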;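 note: 0% = median of test compound wells and 100% = no enzyme DMSO wells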
# An asterisk follows results filed as active; nt = not tested or not shown. Rows are unselected. About 6.7% of those tested had a hit in this group.
# Results follow in this order: DAX1 inh-1, hcDAF12 agonist, GC-B act, ssDAF12 agonist, DAX1 inh-2, GAA850 FXN act, GC-A act, proKLK7 act, SMARCA2 activ, hgDAF-12 ag, sPLA2-III inh
- CN(C)c1ccc(C(CNS(=O)(=O)c2ccc(F)cc2)c2c[nH]c3ccccc23)cc1 (stereo unspecified)
  -0.1, 3.2, -2, -0.9, -0.2, 1.6, -10, -0.2, -2, 0.7, -20
- CC(C)(C)OC(=O)[C@H](Cc1ccccc1)NC(=O)c1ncn2c1c(=O)[nH]c1ccc(Br)cc12
  0.1, -1.2, 39*, -0.7, 0.8, -1.0, 19, -1.1, 4, -1.9, -1
- C=CCn1c(CSc2ccc(C)cc2)n[nH]c1=S
  -0.4, -0.9, -6, -0.9, 0.4, 0.4, 0, 0.0, -3, 2.1, 22*
- O=C(Nc1ccc(Cc2ccc(NC(=O)N3CCOCC3)cc2)cc1)N1CCOCC1
  0.6, -1.4, 2, -1.1, 1.2, 0.6, 0, 0.6, -2, 2.6, -3
- Cc1cccc(C)c1-n1c(C)cc(/C=N\Nc2ccc([N+](=O)[O-])cn2)c1C
  0.4, 1.5, -7, -0.4, 0.9, 4.0, -1, -0.6, 1, 5.5, 0
- CCOC(=O)Cn1c(=NC(=O)C2CC2)sc2c(C)cc(C)cc21
  0.3, 1.9, -9, -0.2, 0.3, -0.2, -21, 0.3, 7, -1.7, 5
- CCCNC(=O)CN(C)C(=O)c1n[nH]c2ccccc12
  0.3, 0.3, 2, -0.8, 0.1, -0.1, -3, -0.5, 6, 1.8, -4
- COc1ccc(-c2cc(C(=O)O)no2)cc1
  -0.5, 0.5, 1, 0.0, -0.4, 0.2, -2, -0.2, -5, 7.5, -10
- CCOC(=O)C(Cc1ccc(NC(=O)/C(=C/c2ccccc2)NC(=O)c2ccccc2)cc1)N1C(=O)c2ccccc2C1=O (stereo unspecified)
  -1.0, -2.2, -2, -1.1, -1.2, -3.6, 2, -4.3, -6, -2.5, -9
- CN(C)CCNC(=O)c1ccc(COCC(F)(F)F)cc1
  -0.1, 1.0, -2, -1.9, 1.2, -0.6, 1, -0.2, 2, -1.2, -4
- CC(C)Cn1cc(C(=O)NCCCN2CCC(C)CC2)c2c3ccccc3n(C)c2c1=O
  1.6, 3.3, -19, -0.8, 5.3*, 2.0, -31, 0.2, -2, -1.9, 3
- COC(=O)c1cc(NC(=O)Cn2c(=O)cnc3ccccc32)cc(C(=O)OC)c1
  0.2, 2.1, -4, -0.1, -0.1, -2.4, -7, 0.0, -1, -0.1, 4
- COc1ccccc1CC(=O)Nc1ccc(F)cc1F
  0.4, -1.7, 3, -1.0, 0.3, -0.6, 1, -0.5, -2, -3.0, 1
- Cc1ccc(NC(=O)c2cccnc2C(=O)O)nc1
  -0.1, -0.7, 1, -0.7, 2.1, -0.2, 1, -0.2, 1, -1.7, -2
- CCCC(=O)OC12CCCN(C1)/C(=C/c1cccc(Cl)c1)C2 (stereo unspecified)
  -0.8, -1.8, -5, -1.0, nt, nt, -3, 0.2, -4, -3.0, 2
- Cc1cc(C)n(-c2ccc(C(=O)N3CCN(S(=O)(=O)c4ccc(OC(F)(F)F)cc4)CC3)cc2)n1
  -2.0, -2.5, -19, -1.3, 0.0, -0.9, -1, 0.2, -3, -1.8, -21
- COCC(=O)Nc1cc(OC)ccc1OC
  -0.7, -0.6, 2, -0.4, 0.3, -2.0, 0, 0.4, -1, 0.1, -1
- CCCCN1C(N)=NC[C@@H]1Cc1ccc(O)cc1
  0.0, -1.1, 6, -1.4, 0.0, -1.1, 0, -0.3, 0, 2.1, 5
- Cc1c(NC(=S)/C=C2\N(C)c3ccccc3C2(C)C)c(=O)n(-c2ccccc2)n1C
  -1.5, 0.3, 8, -1.2, -0.4, 0.2, -4, -0.3, -2, -0.3, 6
- CN(Cc1ccccc1)c1nc2c(c(=O)[nH]c(=O)n2C)n1CCCc1ccccc1
  0.1, -2.3, 11, -1.7, -0.2, 1.6, 6, -0.3, 1, -2.5, -1
- O=C(Nc1ccc2c(c1)C(=O)NC2=O)c1ccc(Cl)s1
  -0.5, -0.3, -5, -1.6, 0.3, -1.4, 1, -0.7, -6, 1.8, 9
- O=C(NC1CCCCC1)c1cc2ccccc2cc1O
  0.7, 0.1, 1, -1.4, -0.8, 4.5, 2, -9.4, 4, 3.8, -30
- O=C(c1cccnc1)N1CCN(c2ccc(Cl)cc2)CC1
  0.3, -1.7, -5, -0.9, -0.4, -3.4, 1, -0.6, -2, 0.0, 16
- CC(C)NS(=O)(=O)c1ccc(NC(=O)NC2CCCCC2)cc1
  0.3, -0.7, 1, -1.0, -1.4, -0.1, 3, -0.3, -3, 3.3, -7
- CCn1c(SCC(=O)N2CCOCC2)nc2ccccc21
  0.7, -0.7, 2, -1.2, -0.3, -1.1, -1, -1.0, -1, 0.5, 1
- O=C(CSCc1ccccc1)NCCCN1CCOCC1
  -0.3, -1.0, 6, -1.3, 0.1, 3.1, -6, 0.6, -1, -2.1, -2
- Cc1ccc(S(=O)(=O)/N=C(/Nc2ccc3[nH]c(=O)[nH]c3c2)c2ccccc2)cc1
  -0.3, 0.6, 1, -1.2, -1.1, 1.2, 0, 0.5, -1, 0.1, -8
- CC(C)CNS(=O)(=O)c1ccccc1C(=O)N1CCCCC1
  0.1, 0.7, 0, -0.9, -1.6, 1.2, 4, -0.3, 3, 0.9, 3
- N#CC(c1cccc([N+](=O)[O-])c1)C(CC(=O)c1ccccc1)c1ccccc1 (stereo unspecified)
  -1.3, -1.2, -1, -0.8, 0.1, 0.1, -8, 0.2, -1, 3.3, -8
- COc1cc(OC)cc(C(=O)NCCOC23CC4CC(CC(C4)C2)C3)c1
  -1.0, 0.3, -1, -1.4, -1.1, 2.0, -7, 0.1, -4, -0.6, -9
- Cc1cc(Nc2ccc(F)cc2)c2ccccc2n1
  -1.2, -0.9, -2, -1.2, 0.9, 0.8, 1, -0.7, -3, -2.7, 0
- O=C(Nc1cccc(S(=O)(=O)N2CCOCC2)c1)c1ccc2ccccc2n1
  -0.6, -1.1, 8, -1.6, 0.4, 3.9, 1, 0.5, -4, -1.7, 2
- COc1ccc(S(=O)(=O)N(C)C)cc1NC(=O)Cc1ccc(S(=O)(=O)N2CCOCC2)s1
  -0.7, 0.0, 3, -1.2, 1.7, 0.7, 0, 0.0, -3, -2.2, -7
- CCC1(CC)NC(=O)N(CC(=O)OC(C)C(=O)Nc2ccc(S(N)(=O)=O)cc2)C1=O (stereo unspecified)
  -0.1, 1.4, 4, -0.8, 1.6, 0.0, 1, 0.9, -3, 0.8, 1
- Brc1ccc(-c2nn3c(-c4ccccn4)nnc3s2)o1
  -0.9, -1.0, -4, -0.7, -0.2, 2.1, 1, -1.0, 2, -2.4, 1
- N#Cc1nc(COc2ccccc2)oc1NCCCn1ccnc1
  0.6, 3.5, -1, -0.7, 1.2, 1.1, 7, -0.3, -3, 2.9, -5
- Cc1ccc(S(=O)(=O)N2CCCOC2CNC(=O)C(=O)NCc2cccs2)cc1 (stereo unspecified)
  -0.2, -3.3, 5, -1.9, -1.6, 1.3, -5, 0.3, -2, 2.0, -11
- O=C1c2cccnc2C(O)N1Cc1ccccc1 (stereo unspecified)
  0.9, -0.9, 5, -1.1, 1.1, 1.0, 3, 0.1, 4, 0.0, 5
- CC1(C)CC(=O)C=C(Nc2ccc(O)cc2)C1
  -1.4, 2.8, 2, 0.6, 0.3, 0.8, -1, 0.5, -1, 8.4, -5
- COC(=O)C1=C(C)Nc2ncnn2C1c1ccc(C)o1 (stereo unspecified)
  -1.0, -2.0, 5, -0.2, 2.3, 3.3, 1, 0.5, 0, 0.4, -6
- COc1cc(OC)c(OC)cc1CN1CCCC(C(=O)N2CCCC2)C1 (stereo unspecified)
  -0.2, -1.0, -2, -1.2, 1.0, -1.0, 0, -0.4, -1, -0.5, 4
- Cc1cc(C(=O)Nc2cccc([N+](=O)[O-])c2)c(C)o1
  -0.2, -3.2, 4, -1.9, -1.1, 0.4, 1, 0.3, -2, 1.0, -7
- CN(C)S(=O)(=O)N1CCN(CC(O)COc2ccc(-c3ccccc3)cc2)CC1 (stereo unspecified)
  -1.2, -3.9, -1, -2.0, -3.0, 0.2, 0, 0.7, -4, -1.2, -20
- Clc1ccc(-c2cccc3nccn23)c(Cl)c1
  -1.2, -0.7, -8, -0.7, nt, -0.8, 1, 2.2, -3, 3.2, -5
- COCCn1c(=O)[nH]c2cc(C(=O)N3CCN(c4cccc(C)c4C)CC3)ccc2c1=O
  -0.1, -0.8, 1, -0.1, -1.2, -1.3, 0, -0.1, -1, -0.7, -5
- COc1ccc(Cn2c(=S)[nH]c3cc(C(=O)NCCCN4CCOCC4)ccc3c2=O)cc1
  0.5, -1.0, 2, -1.5, 1.3, -0.8, -1, 0.2, -3, 0.6, 11
- CCCN1C(=O)c2cc(C(=O)NC3CCCC3)ccc2C1O (stereo unspecified)
  0.3, -0.8, 2, -0.9, -0.7, -0.7, -2, 0.0, -1, 1.1, 0
- Cc1cc(=O)[nH]c(Nc2cccc(C(F)(F)F)c2)n1
  -0.5, -3.2, 5, -1.6, 0.8, -6.1, 2, 0.1, -5, 1.3, -9
- CC(C)C(=O)NC(=O)[C@@H]1CCCN1C(=O)/C=C/c1ccccc1
  -0.3, -1.6, -3, -1.3, 0.1, 2.0, -2, -0.2, 0, -2.5, -3
- CCOC(=O)c1c(C)[nH]c(C)c1C(=O)CN1C(=O)NC2(CCCCCC2)C1=O
  -0.6, -1.6, -1, -0.2, 0.6, 0.0, 0, -0.2, -1, 1.1, 4
- O=C(NCc1ccco1)C1CCCN(S(=O)(=O)c2ccc(-n3cnnn3)cc2)C1 (stereo unspecified)
  -0.9, -2.9, 2, -1.3, 0.7, -0.4, -2, 0.2, -2, -2.6, -7
- COc1ccc(-c2ccc(C(=O)NCc3ccccc3)c3occc23)c(C)c1
  -0.3, -2.0, 7, -1.6, nt, 0.6, 0, -1.0, -4, 0.1, -13
- COc1ccc(NC(=O)CN(C)C(=O)c2cc3c(cc2Cl)N2CCCCCC2=NS3(=O)=O)cc1
  0.3, 2.9, -3, -1.1, 1.7, -0.2, -3, -0.3, -2, -2.0, 6
- COc1ccc(N/N=C/c2c(C(=O)O)ccc3ccccc23)cc1
  -3.3, -3.3, 1, -1.9, -3.6, -7.3, 1, -75, -3, -10, 19*
- Cc1ccc(CN2CCN(Cc3cccn3-c3ccccn3)CC2CCO)o1 (stereo unspecified)
  0.2, 0.7, -15, -1.2, 1.6, 0.8, -7, 0.4, -1, -0.3, 0
- COc1ccc(OC)c(C2CC(=O)N3CN(c4cccc(Cl)c4)CSC3=C2C#N)c1 (stereo unspecified)
  -0.5, 0.7, -1, -1.0, -0.2, -0.2, 1, 0.6, -1, 4.5, 6
- Cc1cccc(N2CCN(C(=O)c3ccncc3)CC2)c1C
  -1.7, 0.2, 6, -0.9, -0.7, -2.2, -2, 0.8, -1, -0.7, 0

# From PubChem BioAssay
